STAT1 act: increases IFN-gamma driven STAT1 reporter signal; NIH 3T3 STAT1-luciferase reporter, luminescence; 100% = IFN-gamma alone, no compound; activation (% of control), % at 5.5 µM; hit rate 2.6% among 200,000; AID 932;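 active means activation above the screen-wide mean activation plus 3 SD, cut at about 130% in these data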;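 further: raw ratio to IFN-gamma control signal so 100% means no change and 0% no light; values of inactives mirror those of a sister screen read the other way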
APP 5'UTR act: activates APP 5'UTR luciferase reporter; SH-SY5Y APP 5'UTR luciferase reporter, luminescence; zero percent = DMSO vehicle wells; activation, % at 2 µM; hit rate 1% among 190,000; AID 1276;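 active means activation above a set limit, based on mean plus 3 SD of controls, cut at about 140% in these data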; further: values of inactives mirror those of a sister screen read the other way
Hsp70 act: transcriptional activators of Hsp70 | hit rate 0.04% among 200,000 | HeLa Hsp70 promoter luciferase reporter, luminescence; scaled: vehicle 0, proteasome-inhibitor control 100% | activation, % at 10 µM;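 active means activation above the mean across all tested compounds plus 3 SD, cutoff set per campaign, cut at about 5.5% in these data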;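 further: 100% = MG132 at 30 µM as the positive control and 0% = DMSO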
Efa HMGR inh: E. faecalis class II HMG-CoA reductase inhibition | purified E. faecalis HMGR, NADPH absorbance 340 nm kinetic | hit rate 0.41% among 190,000 | inhibition, % at 10 µM;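 active means inhibition above a set limit, the median over all tested compounds plus 3 SD, cut at about 9.5% in these data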;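 further: enzyme runs in reverse so mevalonate oxidation gives rising NADPH absorbance; 0% = complete reaction with DMSO and 100% = background rate lacking mevalonate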
G6PDH CS: counter-screen for G6PDH assay hits: L. mesenteroides G6PDH inhibition | inhibition, % at 5 µM | hit rate 0.12% among 200,000 | Purified L. mesenteroides G6PDH, diaphorase/resazurin coupled fluorescence, 45 min; in the data active means inhibition above about 50%
FLuc stim CS: firefly luciferase counter-screen for stimulation assays | 200,000 tested, under 10 active | ATPlite luciferase biochemical, luminescence, 10 min; 0 = ATP-free wells, 1 = DMSO control | activation factor at 10 µM;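 active means luciferase activation factor, scaled between plate controls, of at least 2 with compound at 10 µM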
Target sequence (P08659 whole entry, looked up): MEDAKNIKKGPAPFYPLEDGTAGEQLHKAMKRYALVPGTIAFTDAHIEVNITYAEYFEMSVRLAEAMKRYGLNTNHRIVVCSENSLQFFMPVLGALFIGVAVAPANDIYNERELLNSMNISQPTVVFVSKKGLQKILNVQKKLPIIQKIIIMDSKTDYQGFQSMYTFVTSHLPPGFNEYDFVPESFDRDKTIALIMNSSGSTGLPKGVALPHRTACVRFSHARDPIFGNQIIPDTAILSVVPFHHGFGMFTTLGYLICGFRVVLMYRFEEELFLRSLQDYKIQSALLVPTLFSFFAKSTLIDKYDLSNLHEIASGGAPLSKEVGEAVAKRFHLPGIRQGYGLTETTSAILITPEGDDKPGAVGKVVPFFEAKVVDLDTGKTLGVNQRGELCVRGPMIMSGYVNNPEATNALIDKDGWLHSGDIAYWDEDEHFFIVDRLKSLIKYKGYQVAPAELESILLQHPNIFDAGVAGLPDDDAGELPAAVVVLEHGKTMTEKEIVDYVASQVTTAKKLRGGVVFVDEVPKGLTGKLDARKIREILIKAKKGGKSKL
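Assay system: Luciferase/luciferin detection reagent, cell-free biochemical luciferase assay / Also added: ATP substrate / Schedule: 10 min at ambient temperature / Measured by: luminescence measurement of luciferase light output / Benchmarks: low control with PBS replacing ATP, high control enzyme plus ATP without compound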
Redox H2O2 prof: compounds producing H2O2 with reducing agent – biochemical, NIH compound library profiling, artefact control for MLSCN library redox annotation, primary screen; DTT-dependent redox cycling H2O2, phenol red/HRP absorbance; 100% = 100 µM peroxide control, 0% = buffer; activation, % at 10 µM; hit rate 0.03% among 200,000; AID 878;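 active means activation of at least 50% relative to the plate's high and low controls in the primary single-dose screen; inactive means activation below 50%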;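 further: compound incubated with DTT at 0.8 mM final as the reducing agent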
FLuc inh counter: Photinus pyralis luciferase inhibition counter-screen; P08659; hit rate 1.5% among 200,000; ATPLite firefly luciferase biochemical luminescence, 10 min; inhibition, % at 10 µM;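 active means inhibition above about 50% when tested at 10 µM, limit read from the data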
NF-kB neuron act: raises NF-kB expression in human neuronal cells; NF-kB reporter expression; hits give high values; fold change at 12.5 µM; hit rate 1.6% among 190,000; AID 1239; in the data active means fold change above about 3.3
APP transl inh: APP translation inhibition | SH-SY5Y APP 5'UTR-luciferase reporter, luminescence | inhibition, % at 2 µM | AID 1285 | hit rate 0.82% among 190,000;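 active means inhibition above a set limit, derived from the sample mean plus 3 SD, cut at about 45% in these data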; further: values of inactives mirror those of a sister screen read the other way
An asterisk follows results filed as active; · = not tested or not shown.

SMILES	STAT1 act	APP 5'UTR act	Hsp70 act	Efa HMGR inh	G6PDH CS	FLuc stim CS	Redox H2O2 prof	FLuc inh counter	NF-kB neuron act	APP transl inh
COC(=O)Nc1sc2nc(C)cc(C)c2c1-n1cccc1	100	12	-0.2	-4	-21	1.1	2.1	-8	0.81	-12
C=CCOC(=O)C1=C(C)NC(SCC(=O)Nc2nccs2)=C(C#N)C1c1cccs1 (centres undefined)	90	16	-0.3	2	8	1	1.5	-3	0.6	-16
O=C(Nc1ccc2c(c1)OCO2)c1cccc2c1C(=O)N(C1CCCCC1)C2	92	3	-0.3	2	-2	1.1	-0.2	-8	1.1	-3
COCCN(Cc1cc2cc3c(cc2nc1Cl)OCO3)C(=O)Nc1ccc(OC)cc1	103	6	-0.1	-2	2	1.1	-0.1	-6	0.98	-6
O=C1C2C3C=CC(C3)C2C(=O)N1c1ccccc1 (centres undefined)	104	-2	0.2	3	17	1	2.9	-5	0.96	2
CC(C)c1nc(CN(C)C(=O)N[C@H](C(=O)N[C@@H](Cc2ccccc2)C[C@H](O)[C@H](Cc2ccccc2)NC(=O)OCc2cncs2)C(C)C)cs1	·	·	0.1	6	10	1.1	·	-5	·	·
CCn1cnc2scc(-c3ccccc3)c2c1=O	99	8	-0.4	1	14	1	0.6	-3	0.77	-8
N#C/C(=C/c1ccc(-c2cc(C(=O)O)cc(C(=O)O)c2)o1)c1nc2ccccc2s1	97	-3	-0.6	-4	8	0.7	-0.7	32	1.1	3
CC(NC(=O)c1ccccc1)C(=O)NC1=NCCS1 (centres undefined)	97	5	-0.2	-6	5	1.1	3.0	-9	1.2	-5
Oc1ccc(Nc2nnc(-c3ccc(O)cc3)c3ccccc23)cc1	117	-18	0.3	-2	4	1.1	-0.5	-10	1.1	18
N#CC1(c2ccccc2)CCCN1C(=O)c1ccc(Br)cc1 (centres undefined)	103	-11	-0.1	3	3	1	0.1	-4	1.4	11
Cc1c(Cl)c([N+](=O)[O-])nn1Cc1ccc(C(=O)N/N=C\c2cc(Cl)ccc2O)o1	102	-68	-0.3	-2	3	1.1	19	-7	0.89	68*
CCCCC(=O)Nc1ccc(C)c(O)c1	101	19	0.0	-2	14	1	-3.9	-4	2.1	-19
Cc1ccc(S(=O)(=O)/N=C(\CCl)N2CCOCC2)cc1	86	-3	-0.6	0	16	1.1	0.8	-6	1.1	3
COc1ccc(NS(=O)(=O)c2cccc(NC(=O)c3ccc(Cl)nc3)c2)cc1	72	-10	0.3	-5	7	1.1	-0.7	-5	0.6	10

Another view of part of the listing above.
| SMILES | STAT1 act | APP 5'UTR act | Hsp70 act | Efa HMGR inh | G6PDH CS | FLuc stim CS | Redox H2O2 prof | FLuc inh counter | NF-kB neuron act | APP transl inh |
| --- | --- | --- | --- | --- | --- | --- | --- | --- | --- | --- |
| CC(C)c1nc(CN(C)C(=O)N[C@H](C(=O)N[C@@H](Cc2ccccc2)C[C@H](O)[C@H](Cc2ccccc2)NC(=O)OCc2cncs2)C(C)C)cs1 | · | · | 0.1 | 6 | 10 | 1.1 | · | -5 | · | · |
| COC(=O)Nc1sc2nc(C)cc(C)c2c1-n1cccc1 | 100 | 12 | -0.2 | -4 | -21 | 1.1 | 2.1 | -8 | 0.81 | -12 |
| O=C(Nc1ccc2c(c1)OCO2)c1cccc2c1C(=O)N(C1CCCCC1)C2 | 92 | 3 | -0.3 | 2 | -2 | 1.1 | -0.2 | -8 | 1.1 | -3 |
| COCCN(Cc1cc2cc3c(cc2nc1Cl)OCO3)C(=O)Nc1ccc(OC)cc1 | 103 | 6 | -0.1 | -2 | 2 | 1.1 | -0.1 | -6 | 0.98 | -6 |

Remaining list, next part:
SMILES	STAT1 act	APP 5'UTR act	Hsp70 act	Efa HMGR inh	G6PDH CS	FLuc stim CS	Redox H2O2 prof	FLuc inh counter	NF-kB neuron act	APP transl inh
Cc1ccc(/C=N/NC(=O)c2cccc(S(=O)(=O)Nc3ccccc3Cl)c2)o1	101	-6	-0.2	0	-9	1	-0.1	-1	1.2	6
Cc1ccc(NC(=O)NCc2ccc3c(c2)OCO3)cc1	117	-11	-0.5	-3	1	1	0.1	1	1.3	11
O=C(OCc1cccc([N+](=O)[O-])c1)c1cccnc1	101	-15	-0.2	0	-1	1	0.1	-1	1.4	16
Cn1c(NCc2ccccc2)nc2c1c(=O)n(Cc1ccccc1)c(=O)n2C	98	14	0.0	1	4	1	0.6	-1	0.48	-14
O=C1C/C(=C\c2c(F)cccc2Cl)N2CCC1CC2	92	11	-0.3	0	7	1.1	-0.2	-8	1.1	-11
COc1ccc(N2CC(C(=O)OCC(=O)c3ccccc3)CC2=O)cc1 (centres undefined)	102	-1	0.1	3	-2	1	3.2	-5	1.1	1
CC1CCCC(NC(=O)CSc2ccc(F)cc2)C1C (centres undefined)	104	4	-0.2	-2	15	1	0.0	-3	1.2	-4
COc1ccc(C2CC(=O)C3=C(C2)Nc2ncnn2C3c2ccccc2)cc1 (centres undefined)	99	19	-0.6	-3	0	1	-2.6	3	1.1	-19
COCc1c(C(=O)OCC(=O)c2c(N)n(CC(C)C)c(=O)n(C)c2=O)oc2ccccc12	93	-4	-0.1	-1	1	1	1.3	-1	0.66	4
CCOC(=O)c1nn(-c2ccc(C)c(C)c2)c(=O)c2c(N)scc12	110	0	0.1	2	44	1.1	2.3	-11	1	0
COc1cc(-c2n[nH]c(=O)o2)cc(OC)c1OC	101	10	-0.1	-1	6	1.1	2.0	-5	1.1	-10
Oc1csc(Cc2nc(-c3ccc(Br)cc3)cs2)n1	167*	50	-0.4	-4	1	0.8	-0.5	22	1.9	-50
COc1cccc(-c2nc(-c3ccccn3)no2)c1OC	136*	88	0.2	3	11	0.7	0.8	25	1.7	-88
CCCNC(=O)NC(=O)COc1c(F)c(F)cc(F)c1F	101	16	-0.3	-9	18	1.1	-0.1	-9	1	-16
COc1c(/C=N/Nc2ccc([N+](=O)[O-])cc2[N+](=O)[O-])c(C)nn1-c1ccccc1	101	-7	0.1	-3	3	1	4.4	-2	1.4	7
Cn1c(=O)c2c(nc(N3CCCCCC3)n2CC(O)COc2ccc(Cl)cc2)n(C)c1=O (centres undefined)	91	-3	-0.2	1	2	1.1	1.5	-10	0.93	3
CC(C)NC(=O)c1ccccc1NC(=O)Cc1ccc(Br)cc1	95	31	-0.5	3	9	1.1	0.0	-7	0.89	-31
O=C(NC1CCCCCCC1)C1CCCN(S(=O)(=O)c2cnc[nH]2)C1 (centres undefined)	102	3	0.0	2	-5	1	-2.0	-5	1.4	-3
CC(C)(C)NC(=O)Cn1nnc(-c2ccccc2Cl)n1	142*	28	0.1	1	9	1	0.2	4	1.6	-28
Cc1ccccc1NS(=O)(=O)c1ccc(NC(=O)c2ccco2)cc1	94	15	0.6	-4	11	1	-0.5	-1	0.93	-15
COc1cccc(CNC(=O)CSc2ccc(-c3ccccn3)nn2)c1	106	15	-0.3	-8	0	1.1	-0.5	-9	1.2	-15
COc1ccc(C(C)=O)cc1CSc1nc2ccccc2c(=O)n1-c1ccccc1C	106	-8	-0.2	-1	-3	1	0.2	-5	0.6	8
Nc1ccc(O)c(-c2nc3ccccc3s2)c1	128	22	-0.3	-5	18	0.8	-2.9	21	2.1	-22
C/C(=N\O)C1/C(=N/O)CC2C1C2(C)C (centres undefined)	99	0	-0.1	4	-5	1	0.1	0	1.9	0
Cc1[nH]n(-c2ccc([N+](=O)[O-])cc2)c(=O)c1N=Nc1nc2ccccc2s1	103	12	0.0	·	·	·	-0.7	·	·	-12
CCN(CC)CCCNc1nc(CN2CCOCC2)nc2sc3c(c12)CCC3	90	-9	0.0	-1	0	1.1	-0.6	-6	1	10
COc1ccccc1CCNC(=O)c1nc(-c2cccs2)no1	105	50	0.1	-2	0	1	-0.3	-2	2.3	-50
Clc1ccc(-n2ncc3c(NCc4ccccn4)ncnc32)cc1	150*	26	0.5	-4	7	1	-0.3	0	2.6	-26
COc1cccc(CNc2ccc3c(c2)ncn3C(C)C)c1OC	125	47	0.5	-1	10	0.7	-0.8	26	1.9	-47
Fc1ccc(-c2csc3ncnc(Cl)c23)cc1	91	-11	-0.5	-2	19	1	0.3	0	0.87	11

Reformatted as labelled records: four of the compounds above
> Clc1ccc(-n2ncc3c(NCc4ccccn4)ncnc32)cc1
- STAT1 act = 150*
- APP 5'UTR act = 26
- Hsp70 act = 0.5
- Efa HMGR inh = -4
- G6PDH CS = 7
- FLuc stim CS = 1
- Redox H2O2 prof = -0.3
- FLuc inh counter = 0
- NF-kB neuron act = 2.6
- APP transl inh = -26

> C/C(=N\O)C1/C(=N/O)CC2C1C2(C)C (centres undefined)
- STAT1 act = 99
- APP 5'UTR act = 0
- Hsp70 act = -0.1
- Efa HMGR inh = 4
- G6PDH CS = -5
- FLuc stim CS = 1
- Redox H2O2 prof = 0.1
- FLuc inh counter = 0
- NF-kB neuron act = 1.9
- APP transl inh = 0

> CC(C)NC(=O)c1ccccc1NC(=O)Cc1ccc(Br)cc1
- STAT1 act = 95
- APP 5'UTR act = 31
- Hsp70 act = -0.5
- Efa HMGR inh = 3
- G6PDH CS = 9
- FLuc stim CS = 1.1
- Redox H2O2 prof = 0.0
- FLuc inh counter = -7
- NF-kB neuron act = 0.89
- APP transl inh = -31

> COc1ccc(C(C)=O)cc1CSc1nc2ccccc2c(=O)n1-c1ccccc1C
- STAT1 act = 106
- APP 5'UTR act = -8
- Hsp70 act = -0.2
- Efa HMGR inh = -1
- G6PDH CS = -3
- FLuc stim CS = 1
- Redox H2O2 prof = 0.2
- FLuc inh counter = -5
- NF-kB neuron act = 0.6
- APP transl inh = 8

Following part
SMILES	STAT1 act	APP 5'UTR act	Hsp70 act	Efa HMGR inh	G6PDH CS	FLuc stim CS	Redox H2O2 prof	FLuc inh counter	NF-kB neuron act	APP transl inh
CCC(=O)NNc1ccc(Br)cc1	92	9	-0.1	-4	7	1.1	-0.1	-7	1.2	-9
Cc1ccc(O)c(C(=O)c2cnn(C(=O)Cc3csc(C)n3)c2)c1	102	28	-0.1	-2	6	1.1	-3.2	-7	1	-28
CC(C)CNC(=O)c1cc2nc(C3CC3)cc(C(F)(F)F)n2n1	98	4	0.1	·	·	·	2.2	·	·	-4
COc1ccc(C)cc1N(C(=O)COc1cccc(F)c1)c1nc2ccccc2s1	102	-9	-0.6	1	-3	1	0.8	-3	1.1	9
COCCCn1c(SCC(=O)O)nc2cc(OC)c(OC)cc2c1=N	92	23	-0.1	-1	5	1.1	-0.9	-8	1.2	-23
CCCc1ccc(OCc2ccc(C(=O)O)o2)c(OC)c1	127	82	-0.1	-1	14	0.9	2.5	6	4.2*	-82
COC(=O)Cc1csc(Nc2ccc(Cl)cc2)n1	98	10	-0.2	-2	-6	1	-0.3	2	1.6	-10

Shown with two lines to a compound: part of the list above.
Values in the order – STAT1 act, APP 5'UTR act, Hsp70 act, Efa HMGR inh, G6PDH CS, FLuc stim CS, Redox H2O2 prof, FLuc inh counter, NF-kB neuron act, APP transl inh
CCCCC(=O)Nc1ccc(C)c(O)c1
    101, 19, 0.0, -2, 14, 1, -3.9, -4, 2.1, -19
COCCCn1c(SCC(=O)O)nc2cc(OC)c(OC)cc2c1=N
    92, 23, -0.1, -1, 5, 1.1, -0.9, -8, 1.2, -23
Cc1ccc(S(=O)(=O)/N=C(\CCl)N2CCOCC2)cc1
    86, -3, -0.6, 0, 16, 1.1, 0.8, -6, 1.1, 3
